Compound activity from PubChem.
RGS8-Gao: human RGS8-Galphao interaction regulation. P09471. multiplexed bead flow cytometry, RGS8-Galphao binding; actives lie on both sides. response (percent of control binding), % at 10 µM. 220,000 compounds, 0.34% hits; in the data active = response below about 60% or above about 140%; inactive = in between;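 note: Galphao activated as the GDP aluminium fluoride complex binding bead-coupled RGS8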
Target sequence (P09471 whole entry, looked up): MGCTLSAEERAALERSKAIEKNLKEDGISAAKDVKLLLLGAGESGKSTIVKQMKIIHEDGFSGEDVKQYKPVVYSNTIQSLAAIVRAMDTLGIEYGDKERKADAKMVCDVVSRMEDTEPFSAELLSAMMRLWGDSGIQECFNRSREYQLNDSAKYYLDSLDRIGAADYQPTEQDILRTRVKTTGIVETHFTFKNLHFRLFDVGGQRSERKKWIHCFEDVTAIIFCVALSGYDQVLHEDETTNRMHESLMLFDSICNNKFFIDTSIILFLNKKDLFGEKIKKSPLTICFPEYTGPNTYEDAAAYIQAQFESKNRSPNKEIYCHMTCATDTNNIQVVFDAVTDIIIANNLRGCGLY
Cdc42 wt: changes GTP binding to wildtype human Cdc42; percent activity (GTP binding), % at 10 µM; 190,000 compounds, 0.2% hits; GST-Cdc42 beads, Bodipy-GTP binding, flow cytometry; actives lie on both sides; AID 761; P60953;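 active = percent activity GTP binding at least 20 points away from the 100% baseline, either down as inhibitor or up as activator; inconclusive = compound flagged as likely green fluorescent from well-wide comparison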;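 note: median bead fluorescence of bound Bodipy-FL-GTP at 100 nM; 0% = excess unlabeled GTP control and 100% = no compound control; below 100% means less GTP binding so inhibitor and above means activator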
Target sequence (P60953 whole entry, looked up): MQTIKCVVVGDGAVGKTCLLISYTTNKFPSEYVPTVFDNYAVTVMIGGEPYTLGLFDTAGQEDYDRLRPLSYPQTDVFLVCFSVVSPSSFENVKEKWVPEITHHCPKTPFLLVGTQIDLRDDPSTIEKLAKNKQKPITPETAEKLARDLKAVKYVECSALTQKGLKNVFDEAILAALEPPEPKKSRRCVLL
HRas wt GTP bind: human HRas wildtype GTP binding, change in either direction; P01112; GST-Ras wt beads, Bodipy-FL-GTP binding, flow cytometry; actives lie on both sides; GTP binding activity, % at 10 µM; 190,000 compounds, 0.14% hits; AID 759;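 active = GTP binding activity at least 20% away from the 100% baseline, either lowered as inhibitor or raised as activator; inconclusive = flagged as likely green fluorescent, judged across all proteins in the well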;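 note: 0% = unlabeled GTP competition control and 100% = no-compound control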
Rab7 wt GTP bind: alters GTP binding to wildtype dog Rab7; GST-Rab7 beads, fluorescent GTP binding, flow cytometry; actives lie on both sides; untreated = 100%, excess cold GTP = 0%; GTP binding activity (percent of control), % at 10 µM; 190,000 compounds, 0.055% hits;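 active = fluorescent GTP binding to Rab7 beads changed by at least 20 points from the 100% baseline, either direction, mostly lower; inconclusive = compound itself probably fluorescent, or too few beads counted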;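 note: median green fluorescence of bound Bodipy-FL-GTP per Rab7 bead population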
Pf gametocyte: kills late stage P. falciparum gametocytes; P. falciparum stage V gametocytes, ATP luminescence, 24 h; inhibition, % at 10.9 µM; 150,000 compounds, 0.065% hits;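 active = inhibition above the mean plus 3 SD of compounds within the control limits, set per campaign, cut at about 38% in these data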;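 note: 0% = DMSO wells and 100% = medium only without gametocytes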
Rac1 wt GTP bind: human Rac1 wildtype GTP binding, inhibitors and activators; GST-Rac1 beads, fluorescent GTP binding, flow cytometry; actives lie on both sides; 0 = cold GTP competed, 100 = untreated; GTP binding activity (% of control), % at 10 µM; 190,000 compounds, 0.27% hits; AID 757;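 active = GTP binding activity at least 20 points away from the 100% control level, either lower or higher; inconclusive = compound flagged as likely green fluorescent, judged across all proteins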
Mcl-1 Bim block: disrupts Bim peptide binding to human Mcl-1; 190,000 compounds, 0.1% hits; AID 1009; inhibition, % at 10 µM; Bead-based flow cytometry, Bim peptide-Mcl-1 binding; in the data active = inhibition above about 40%;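 note: 0% = no compound tracer wells and 100% = peptide blocker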
Target sequence (Q07820 whole entry, looked up): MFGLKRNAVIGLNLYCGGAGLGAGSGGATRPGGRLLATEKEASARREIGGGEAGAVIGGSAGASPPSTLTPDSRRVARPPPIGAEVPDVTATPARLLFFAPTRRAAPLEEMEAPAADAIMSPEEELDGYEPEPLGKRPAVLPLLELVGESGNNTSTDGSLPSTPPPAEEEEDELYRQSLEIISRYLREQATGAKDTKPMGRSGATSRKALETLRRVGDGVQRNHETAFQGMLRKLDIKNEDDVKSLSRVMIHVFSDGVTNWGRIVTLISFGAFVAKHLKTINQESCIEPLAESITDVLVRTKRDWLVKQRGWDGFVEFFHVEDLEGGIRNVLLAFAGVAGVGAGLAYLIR
Mcl1 Bid PPI: Mcl-1/Bid interaction inhibition; Q07820; TR-FRET Mcl-1/Bid-Dy647 peptide binding, 1536-well; inhibition, % at 21.7 µM; 220,000 compounds, 0.97% hits;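 active = compounds that cut the binding signal by more than half at the single screening dose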;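 note: His-tagged Mcl-1 with europium anti-His antibody binding Bid BH3 peptide; 0% = Mcl-1 plus peptide wells and 100% = peptide-only wells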
Rab2 wt GTP: changes GTP binding to wildtype dog Rab2A, up or down. GST-Rab2 wt beads, Bodipy-GTP binding, flow cytometry. 190,000 compounds, 0.19% hits. GTP binding activity, % at 10 µM;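 active = GTP binding activity at least 20 points away from 100%, either lowered or raised; inconclusive = signal likely due to the compound's own green fluorescence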;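 note: 0% = beads with excess unlabeled GTP and 100% = no-compound control corrected for plate trend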
Mcl1 Noxa PPI: Mcl-1/Noxa interaction inhibition | TR-FRET Mcl-1/Noxa peptide binding, 2 h | 220,000 compounds, 1.5% hits | AID 1022 | Q07820 | inhibition, % at 21.7 µM;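 active = compounds that cut the protein-peptide binding signal by more than 50% relative to plate controls in a single-dose test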;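 note: His-tagged Mcl-1 with rhodamine Noxa BH3 peptide and terbium anti-His antibody; 0% = Mcl-1 plus Noxa peptide wells and 100% = peptide-only wells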
Rac1 act GTP bind: modulators of GTP binding to human Rac1 activated mutant; P63000; GST-Rac1 activated beads, fluorescent GTP binding, flow cytometry; actives lie on both sides; 100% means binding = to untreated wells; percent activity (GTP binding), % at 10 µM; 190,000 compounds, 0.11% hits; AID 764;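 active = GTP binding at least 20 percentage points away from the 100% baseline, in either direction, so actives lie on both sides; inconclusive = Compound likely fluorescent itself, or too few beads counted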
* = called active by the depositor; ? = inconclusive; . = no result given. This is a random part of the collection. Share with any hit: about 2.9%.

1. Oc1c(/C=N/Nc2cccc3cccnc23)ccc2ccccc12
2. FC(F)(F)c1ccc(Sc2nnc(-c3cccs3)n2CC2CCCO2)nc1 (stereo not given)
3. COc1ccccc1NC(NC(=O)c1ccco1)C(=O)c1ccccc1 (stereo not given)
4. Cc1nn(C)cc1CN1CCCC(C(=O)c2ccc(-c3ccccc3)c(F)c2)C1 (stereo not given)
5. OCCN(CCO)c1ccc(C(c2ccccc2Cl)c2ccc(N(CCO)CCO)cc2Cl)c(Cl)c1
6. CN1c2ccccc2Oc2nnc(N3CCN(Cc4ccccc4)CC3)cc21
7. C=CCn1c(O)c(N=Nc2ccccc2C)c2ccccc21
8. COCCn1c(=NC(=O)c2sc3ccccc3c2Cl)sc2cc(S(N)(=O)=O)ccc21

entry no.,1,2,3,4,5,6,7,8
RGS8-Gao,92,102,100,103,104,107,110,102
Cdc42 wt,100,100,99,99,96,91,96,96
HRas wt GTP bind,98,100,99,100,100,93,100,98
Rab7 wt GTP bind,99,103,101,107,102,93,101,97
Pf gametocyte,.,4,.,.,.,.,.,6
Rac1 wt GTP bind,101,103,104,101,100,93,98,102
Mcl-1 Bim block,-2,-3,1,0,-1,0,-2,-2
Mcl1 Bid PPI,-2,-21,-19,-40,28,-42,-5,-20
Rab2 wt GTP,98,100,99,102,99,91,100,96
Mcl1 Noxa PPI,24,2,-9,0,26,21,2,-16
Rac1 act GTP bind,97,98,97,97,98,94,95,98

9. Cc1ccc(-c2csc(NC(=O)CCNC(=O)c3ccc(Cl)cc3)n2)cc1
10. Cc1ccc(-c2noc(CCC(=O)Nc3cccc(C#N)c3)n2)cc1
11. Cc1onc(-c2ccccc2)c1C(=O)NCC1COc2ccccc2O1 (stereo not given)
12. CCCOCC1CC(CCc2nc(=S)[nH][nH]2)C(=O)O1 (stereo not given)
13. O=C(NN=C1CCC(c2ccccc2)CC1)c1ccccc1-n1cccc1 (stereo not given)
14. O=C1Nc2ccccc2N(O)N1c1ccc(S(=O)(=O)Nc2ccccn2)cc1
15. CC(C)CC(=O)N1CCN(Cc2cccc(F)c2)CC1
16. Clc1ccc(CSc2nnc(Cn3cnc4ccccc43)o2)cc1

entry no.,9,10,11,12,13,14,15,16
RGS8-Gao,101,101,96,97,87,113,101,99
Cdc42 wt,96,101,101,104,101,98,97,102
HRas wt GTP bind,95,99,100,100,97,96,97,98
Rab7 wt GTP bind,102,97,102,97,97,96,99,99
Pf gametocyte,-1,-1,25,8,.,-5,.,.
Rac1 wt GTP bind,94,103,106,103,99,95,94,98
Mcl-1 Bim block,0,4,-6,-12,-3,1,-2,-1
Mcl1 Bid PPI,-18,-16,-13,-63,-20,4,28,-1
Rab2 wt GTP,96,97,101,98,96,95,94,99
Mcl1 Noxa PPI,7,2,-10,4,25,2,10,6
Rac1 act GTP bind,95,98,100,100,98,97,94,98

Reprinted from the part before: 4 compounds, followed by the next part.
13. O=C(NN=C1CCC(c2ccccc2)CC1)c1ccccc1-n1cccc1 (stereo not given)
14. O=C1Nc2ccccc2N(O)N1c1ccc(S(=O)(=O)Nc2ccccn2)cc1
15. CC(C)CC(=O)N1CCN(Cc2cccc(F)c2)CC1
16. Clc1ccc(CSc2nnc(Cn3cnc4ccccc43)o2)cc1
17. Cc1cccc(NC(=S)N2CCN(C(=O)C3CCCO3)CC2)c1 (stereo not given)
18. COc1ccccc1N1CCN(c2ncc(C(=O)N3CCN(c4cccc(Cl)c4)CC3)c3ccccc23)CC1
19. CCOC(=O)C1(Cc2ccccc2C)CCCN(C(=O)c2ccccn2)C1 (stereo not given)
20. Cc1ccc(/C=C2\SC(=S)N(/N=C/c3cc([N+](=O)[O-])ccc3O)C2=O)o1
21. CC(C)NC(=O)NC(=O)COC(=O)c1cccc(S(=O)(=O)N2CCCCC2)c1
22. Oc1ccc(C=Nc2ccc3ncccc3c2)c(O)c1
23. CC(=O)NCCOc1ccc2oc3ccccc3c2c1
24. O=C(c1cc2ccccc2oc1=O)N(Cc1cccs1)CC1CCCO1 (stereo not given)

entry no.,13,14,15,16,17,18,19,20,21,22,23,24
RGS8-Gao,87,113,101,99,104,108,103,92,103,100,102,102
Cdc42 wt,101,98,97,102,103,99,96,88,101,95,97,97
HRas wt GTP bind,97,96,97,98,101,101,98,90,100,97,99,99
Rab7 wt GTP bind,97,96,99,99,104,106,105,99,103,98,98,98
Pf gametocyte,.,-5,.,.,3,0,9,.,-26,.,-13,-35
Rac1 wt GTP bind,99,95,94,98,103,103,102,89,102,95,96,100
Mcl-1 Bim block,-3,1,-2,-1,0,-3,-3,1,-5,5,1,1
Mcl1 Bid PPI,-20,4,28,-1,-25,-24,-8,-21,-2,-53,-20,-15
Rab2 wt GTP,96,95,94,99,101,98,97,93,101,97,98,99
Mcl1 Noxa PPI,25,2,10,6,9,-8,6,91*,-2,-2,2,0
Rac1 act GTP bind,98,97,94,98,101,95,95,88,100,94,94,97

25. O=C(COC(=O)[C@H](Cc1c[nH]c2ccccc12)NC(=O)c1ccc(Cl)cc1)Nc1ccc2c(c1)OCO2
26. Cc1nn(C)c(Oc2ccccc2)c1CCNC(=O)CC(C)C
27. COC(=O)CN1C(=O)C(O)=C(C(C)=O)C1c1ccc([N+](=O)[O-])cc1 (stereo not given)
28. CCOc1ccccc1C(=O)N(C)Cc1cc2ccccc2[nH]c1=O
29. CC(C)(C)c1cc(C(F)(F)F)n2ncc(-c3ccccc3)c2n1
30. Nc1cccc2c1C(=O)N(C(=O)/C=C/c1ccc(F)cc1)C2=O
31. COc1ccc(NC2c3ncccc3C(=O)N2Cc2ccccc2)c(OC)c1 (stereo not given)
32. COC(=O)Cc1c(C)c2ccc(O)c(CN3CCCC(C)C3)c2oc1=O (stereo not given)

entry no.,25,26,27,28,29,30,31,32
RGS8-Gao,110,94,98,99,97,100,100,93
Cdc42 wt,95,96,101,100,98,88,88,101
HRas wt GTP bind,94,97,100,102,100,90,92,102
Rab7 wt GTP bind,97,101,99,99,102,101,98,106
Pf gametocyte,-11,.,18,-11,.,10,22,.
Rac1 wt GTP bind,98,94,101,100,99,90,85,98
Mcl-1 Bim block,1,-3,-4,1,0,-3,6,-3
Mcl1 Bid PPI,-14,-32,-32,-4,-4,-14,64*,-61
Rab2 wt GTP,97,99,102,101,97,91,96,103
Mcl1 Noxa PPI,-9,-4,3,2,22,1,43,-4
Rac1 act GTP bind,95,92,97,97,96,88,91,97

33. Cc1cccc(C)c1NC(=O)COC(=O)c1nonc1N
34. Cc1cc(C)c2oc(=O)cc(CN3CCOCC3)c2c1
35. COc1cc2[nH]c3c(N4CCN(c5ccc(Cl)cc5)CC4)ncnc3c2cc1OC
36. COc1ccc(CNC(=O)c2c(N)n(CCCN3CCOCC3)c3nc4ccccc4nc23)cc1
37. O=C(COc1ccc2c(c1)CCC2)NCc1cccc(Cl)c1
38. COC(=O)CCS(=O)(=O)c1cc(Cl)ccc1Cl
39. Nc1ccccc1SCc1cn2ccccc2n1
40. COc1ccc2c(c1)c(C(=O)CN1CCC3(CC1)OCCO3)c(C)n2C

entry no.,33,34,35,36,37,38,39,40
RGS8-Gao,101,103,104,101,101,101,102,101
Cdc42 wt,98,98,?,102,105,99,102,101
HRas wt GTP bind,98,102,?,100,99,101,99,100
Rab7 wt GTP bind,96,99,?,99,97,100,96,96
Pf gametocyte,-18,.,.,11,20,-12,-4,.
Rac1 wt GTP bind,105,103,?,103,99,105,101,102
Mcl-1 Bim block,-2,-4,2,4,-1,0,-3,-2
Mcl1 Bid PPI,-13,-11,-67,21,-2,-11,-1,-32
Rab2 wt GTP,97,100,?,100,96,99,100,99
Mcl1 Noxa PPI,19,4,6,14,8,-1,16,-3
Rac1 act GTP bind,96,101,?,100,97,99,99,99

41. CCOCCCNCC(=O)Nc1ccc(OC(F)(F)F)cc1
42. CCOC(=O)c1cccc(NC(=O)N[C@@H](C)C(=O)OC)c1
43. COc1cccc2cc(-c3nc(-c4cccs4)cs3)c(=O)oc12
44. CC(=O)OCC(=O)Nc1ccccc1OC(F)F
45. CC(NC(=O)Nc1cccnc1)(C(F)(F)F)C(F)(F)F
46. O=C(Nc1ccccc1)C1=C[C@H](c2coc3ccccc3c2=O)C[C@H](OCc2ccc(CO)cc2)O1
47. COc1cc(OC)c(C(=O)OCC(=O)N2CC(=O)Nc3ccccc32)cc1OC

entry no.,41,42,43,44,45,46,47
RGS8-Gao,99,102,101,99,101,106,103
Cdc42 wt,95,100,93,97,90,92,103
HRas wt GTP bind,99,99,93,96,94,94,97
Rab7 wt GTP bind,99,100,95,96,96,98,106
Pf gametocyte,.,.,.,-8,.,13,-3
Rac1 wt GTP bind,102,102,92,94,96,94,104
Mcl-1 Bim block,1,-2,4,0,0,1,1
Mcl1 Bid PPI,14,5,-27,-32,-5,2,10
Rab2 wt GTP,100,99,91,96,88,95,101
Mcl1 Noxa PPI,11,-36,6,15,-9,-23,9
Rac1 act GTP bind,100,99,93,96,95,92,98
